MITF act: activators of MITF-driven TRPM1 promoter activity in SK-MEL-5 cells. SK-MEL-5 TRPM1-promoter luciferase, 24 h; % of positive control, neutral wells = 0. activation, % at 12.5 µM. 0.75% of 300,000 active;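 active = mean activation of at least 80% with every replicate also reaching 80%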;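 note: 0% = neutral control wells and 100% = parthenolide positive control wells; values of inactives mirror those of a sister screen read the other way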
dFosB act: mouse delta FosB homodimer activation; 0.99% of 340,000 active; purified delta FosB, TAMRA-CDK5 oligo fluorescence polarization; percent of positive-control signal above neutral wells; activation, % at 25 µM;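 active = mean activation above about 17%, with every replicate also reaching it, limit read from the data, passing the limit was not always enough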;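 note: fluorescence polarization rise as delta FosB binds a TAMRA Cdk5 AP-1 oligo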
Target sequence (P13346 whole entry, looked up): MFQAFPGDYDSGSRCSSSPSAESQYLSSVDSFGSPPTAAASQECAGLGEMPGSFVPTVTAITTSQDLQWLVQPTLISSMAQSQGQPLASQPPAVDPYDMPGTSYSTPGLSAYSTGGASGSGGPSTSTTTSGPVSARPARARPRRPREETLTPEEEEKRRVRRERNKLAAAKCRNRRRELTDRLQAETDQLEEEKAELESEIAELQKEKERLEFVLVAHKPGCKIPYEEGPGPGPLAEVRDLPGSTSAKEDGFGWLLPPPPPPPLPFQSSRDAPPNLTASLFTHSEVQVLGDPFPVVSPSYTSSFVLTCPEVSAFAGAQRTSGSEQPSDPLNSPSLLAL
CDK5 inh: CDK5/p35 (human) kinase inhibition; Q00535+Q15078; Recombinant CDK5/p35, ADP-Glo luminescence, 60 min; inhibition, % at 10 µM; 0.01% of 330,000 active; AID 488839;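 active = highest replicate inhibition of at least 50% and at least 75% of replicates reaching 50%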;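 note: plate controls were DMSO neutral control for no effect and GW8510 at 10 µM for full effect; many of its hits are not listed in these tables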
Arrestin-AP2 inh: inhibitors of human beta-arrestin and AP2 interaction. FITC-arrestin peptide / GST-AP2 beads, flow cytometry; AP2 beta2 appendage carries R879A mutation. inhibition, % at 10 µM. 0.31% of 340,000 active. AID 504490;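 active = inhibition above a set limit, near 3 SD of compounds lacking own fluorescence, cut at about 54% in these data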;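 note: plate controls were DMSO wells for no effect and 5 µM unlabelled arrestin peptide for full effect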
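Assay system: GST-AP2 R879A bound to glutathione beads, E. coli-expressed; Medium: PBS with 0.05% Tween 20 and 0.1% BSA; Also added: fluorescein-tagged arrestin peptide at 50 nM final; Timing: 12 min plus 1 h, RT; Measured by: flow cytometry, FL1 (488/535 nm); Evaluation: percent drop in bead-associated FITC signal.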
SR-BI DiI inh: mouse SR-BI HDL lipid transfer inhibition; Q61009; ldlA[mSR-BI] CHO cells, DiI-HDL uptake fluorescence, 3 h; inhibition, % at 12.5 µM; 0.96% of 320,000 active; AID 488896;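 active = mean replicate inhibition of at least 70% and a set share of replicates each scoring 70 or more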;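 note: 0% = median of neutral control wells and 100% = median of positive control wells; values of inactives mirror those of a sister screen read the other way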
Target sequence (Q61009 whole entry, looked up): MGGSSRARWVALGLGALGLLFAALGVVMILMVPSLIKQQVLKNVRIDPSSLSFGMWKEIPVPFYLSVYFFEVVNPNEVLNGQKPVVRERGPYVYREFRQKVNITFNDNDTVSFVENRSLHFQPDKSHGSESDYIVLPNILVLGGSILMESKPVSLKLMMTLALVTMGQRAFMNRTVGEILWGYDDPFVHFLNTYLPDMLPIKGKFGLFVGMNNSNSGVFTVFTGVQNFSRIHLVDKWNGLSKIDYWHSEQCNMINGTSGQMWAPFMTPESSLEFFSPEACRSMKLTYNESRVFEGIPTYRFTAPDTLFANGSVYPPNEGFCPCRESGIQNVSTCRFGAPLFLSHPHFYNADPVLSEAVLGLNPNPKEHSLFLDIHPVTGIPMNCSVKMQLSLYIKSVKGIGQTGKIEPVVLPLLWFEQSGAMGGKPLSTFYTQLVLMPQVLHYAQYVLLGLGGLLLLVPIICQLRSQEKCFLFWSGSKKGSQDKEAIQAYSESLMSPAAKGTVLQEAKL
PKA-R1A act: PKA-R1A complex activation. P00514+P68181. PKA-R1A dissociation, Cy5-IP20 fluorescence polarization; scaled: DMSO 0%, 113 µM cGMP 100%. activation, % at 11.4 µM. 0.083% of 340,000 active. AID 504707;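 active = percent activation above the mean of all tested compounds plus 3 SD, cut at about 19% in these data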;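 note: higher means more PKAc released from R1A so a rise in polarization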
Pemphigus Ab inh: blocks pemphigus antibody binding to human desmoglein-3; DSG3-coupled beads, scFv-anti-DSG3-GFP binding, flow cytometry; hits give low values; binding (percent of control), % at 10 µM; 0.48% of 310,000 active;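 active = binding more than 3 SD below its plate's average and above zero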;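 note: hits lower antibody fragment binding to DSG3; some compounds called inactive have numbers as strong as hits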
NSD2 HMT inh: inhibitors of human histone methyltransferase NSD2; O96028; NSD2 peptide methylation, AlphaScreen, 120 min; inhibition, % at 12.5 µM; AID 743445; 0.54% of 310,000 active; in the data active = inhibition above about 50%
PKA-R2B activ: activators of human PKA-R2B complex; AID 504700; P22694+P31323; 0.079% of 340,000 active; activation, % at 11.4 µM; PKA-R2B holoenzyme dissociation, Cy5-IP20 fluorescence polarization; R2B truncated from residue 108, S112A mutant; 0% DMSO only, 100% 113 µM cGMP;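 active = activation above a cutoff set at the mean over all compounds plus 3 SD, cut at about 18% in these data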;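 note: higher means more holoenzyme dissociation and a rise in polarization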
SR-BI uptake up: enhances SR-BI lipid uptake from DiI-HDL. activation, % at 12.5 µM. CHO ldlA[mSR-BI] cells, DiI-HDL uptake fluorescence, 3 h; 100 = double the neutral-control signal. 0.096% of 320,000 active. AID 504775;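 active = mean replicate activation of at least 60% and every replicate at or above 60%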;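 note: 0% = median plate neutral-control signal and 100% = twice that signal; values of inactives mirror those of a sister screen read the other way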
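Material: SR-BI-overexpressing, LDLR-lacking CHO cells; schedule: compound exposure 3 h, 37 °C; reagent: DiI-labelled HDL at 10 µg/mL final; technique: bottom-read fluorescence, 550/595 nm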
Mot1-301 SUMO: blocks SUMOylation pathway, rescuing yeast Mot1-301 growth | S. cerevisiae Mot1-301 growth rescue, ATP luminescence, 38.5C; percent above DMSO median, 100 means doubled | 1% of 320,000 active | AID 2716 | growth rescue, % at 18.8 µM;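 active = every valid replicate shows activation above 250% relative to neutral control wells; inactive = the rest, any valid replicate at or below 250%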;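 note: OY570 slx delta 5 strain wells were the positive control but not used for scaling; some compounds called inactive have numbers as strong as hits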
Active calls of the source: *; nt = no result given.

SMILES | MITF act | dFosB act | CDK5 inh | Arrestin-AP2 inh | SR-BI DiI inh | PKA-R1A act | Pemphigus Ab inh | NSD2 HMT inh | PKA-R2B activ | SR-BI uptake up | Mot1-301 SUMO
CCOc1cc(C2c3c(n[nH]c3C)C(=O)N2c2ccc(Br)cc2)ccc1O (stereo not drawn) | 5.6 | -3.9 | -2.0 | -1.4 | 17.3 | -16.7 | 102.6 | 12.1 | -7.5 | -17.3 | -23.6
CN1CCc2c(sc3c2C(=O)NC(c2cccs2)N3)C1 (stereo not drawn) | 40.3 | -14.7 | 3.4 | -4.5 | -6.9 | 1.7 | 100.7 | 8.5 | -9.2 | 6.9 | 219.5
COCC(=O)N(C)[C@H]1C[C@H]2c3cc(-c4ccccc4)ccc3CCN2C(=O)[C@H]1[C@H](C)O | -6.8 | -11.8 | -0.7 | -7.8 | 12.4 | -6.1 | 97.9 | nt | -13.7 | -12.4 | nt
Cn1ncc(C#N)c1/N=C/N1CCCCC1 | 7.9 | 3.4 | 2.0 | 4.0 | -8.0 | -4.9 | 98.0 | 0.5 | -4.8 | 8.0 | 480.8
O=C1OC[C@@H]2CCCN2C(=O)[C@H](CC(=O)N(CCO)Cc2ccccc2)C/C=C\C[C@H]1Cc1ccc(F)cc1 | 6.9 | -4.5 | 0.1 | -5.4 | -49.0 | 4.8 | nt | nt | -1.3 | 49.0 | 7.4
CC(OC(=O)c1ccc2c(=O)n3c(nc2c1)CCCCC3)C(=O)Nc1ccc(Cl)cn1 (stereo not drawn) | -2.5 | -6.4 | -1.0 | 7.6 | 32.3 | -7.6 | 92.1 | -0.7 | -2.1 | -32.3 | 90.3
Cc1ccc(NC(=O)CCS(=O)(=O)c2cc3c(cc2Cl)NC(=O)CO3)cc1 | -2.3 | -2.3 | -1.2 | 1.6 | -6.4 | -3.0 | 97.2 | 7.3 | 7.1 | 6.4 | -7.6
CC(=O)c1ccc(NC(=S)NC(=O)c2c(Cl)c(C)nn2C)cc1 | 2.1 | -2.5 | -0.2 | -2.0 | -10.2 | -12.3 | 107.6 | -2.2 | 2.8 | 10.2 | 3.1
Cc1nc2sccn2c(=O)c1S(=O)(=O)N1CCN(c2ccccc2)CC1 | nt | -1.8 | 0.2 | -8.9 | -13.1 | -7.2 | 93.7 | nt | -8.4 | 13.1 | 127.3
Cn1c(C(=O)NCCCN2CCCCCC2)cc2c(=O)n(C)c3ccccc3c21 | -4.8 | -16.5 | -0.3 | -1.1 | 62.0 | -1.1 | 124.9 | nt | 0.6 | -62.0 | 14.1
O=C(CNC(=O)c1ccco1)NCc1nc2ccccc2[nH]1 | 2.1 | 0.3 | 0.4 | -11.6 | -15.9 | 7.1 | 103.8 | -0.7 | 5.4 | 15.9 | -10.9
CC(=O)Nc1sc2c(c1C(c1ccc(F)cc1)N1CCOCC1)CCCC2 (stereo not drawn) | -11.9 | -15.6 | 0.1 | -1.4 | -3.2 | -1.9 | 92.4 | 9.2 | -12.9 | 3.2 | 385.2*
Cc1ccc2c(c1)nnn2C1CCN(S(=O)(=O)c2ccc(C(=O)N3C(C)CCCC3C)cc2)CC1 (stereo not drawn) | -22.1 | 3.0 | 2.2 | -12.4 | 16.2 | -12.3 | 104.9 | nt | 0.8 | -16.2 | 841.3
Cc1nc2sccn2c1P(c1c(C)nc2sccn12)c1c(C)nc2sccn12 | 0.6 | 8.4 | 0.1 | -5.0 | 26.7 | 1.3 | 102.3 | -5.1 | -1.9 | -26.7 | nt
COc1ccc(OCCNC(=O)CCCO)cc1 | nt | -0.6 | -0.3 | 39.4 | -19.2 | 2.3 | nt | 2.1 | 5.7 | 19.2 | 32.8
COc1ccc(S(=O)(=O)N2CCN(CC(=O)Nc3ccc(C)c(F)c3)CC2)cc1 | -6.2 | -5.9 | 1.6 | -7.6 | -10.2 | 3.2 | 104.4 | nt | -4.1 | 10.2 | nt
O=C(COC(=O)c1ccc(S(=O)(=O)N2CCOCC2)cc1)NC1CCCCCCC1 | -0.9 | -4.7 | -0.4 | -12.3 | -18.1 | -11.5 | 103.7 | -6.3 | -1.9 | 18.1 | 1.0
Cc1ccc(Cl)cc1NC(=S)NCCCSC1CCCCC1 | 17.6 | nt | 1.2 | 2.2 | 46.7 | -15.1 | nt | 0.2 | -5.4 | -46.7 | nt
O=C(NCc1ccccc1)c1noc2c1CCCC2 | 10.4 | -6.5 | 0.7 | 17.1 | 6.8 | -5.6 | 96.1 | -3.5 | 9.4 | -6.8 | -16.9
Cc1c(C)n(C)c2ccc(C(=O)NCCCN3CCN(c4ccc(F)cc4)CC3)cc12 | 0.5 | 2.7 | -0.2 | 37.5 | 61.5 | -5.3 | nt | 7.0 | -3.6 | -61.5 | -2.2
CN(CCO)C(=O)C1CCN(c2ncc(C(F)(F)F)cc2Cl)CC1 | -2.9 | -3.2 | -0.9 | 33.2 | -7.6 | -1.5 | 97.2 | -1.5 | 4.2 | 7.6 | 84.1
Cc1ccc(S(=O)(=O)N2CCOCC2)cc1NC(=O)COC(=O)CCOc1ccc(C(C)(C)C)cc1 | -1.4 | -5.8 | -5.8 | -4.3 | -3.5 | -7.3 | 89.0 | 1.5 | -10.0 | 3.5 | 210.8
COc1ccc(N2C(=O)/C(=C/c3ccc([N+](=O)[O-])cc3)N=C2C)c(OC)c1 | -7.1 | -9.7 | 0.6 | 4.0 | 8.3 | -13.4 | 107.1 | -4.4 | -1.1 | -8.3 | -6.4
C(=N\n1cnc2ccccc21)/c1cccnc1 | 47.9 | -14.6 | 0.0 | -5.7 | 9.5 | -1.1 | 103.6 | 0.1 | 5.2 | -9.5 | 9.4
O=[N+]([O-])c1ccc(Cl)c(S(=O)(=O)N2CCCCCC2)c1 | 4.7 | 0.1 | nt | 5.9 | 15.0 | -0.7 | 99.9 | 12.0 | -14.3 | -15.0 | -8.1
COc1ccc([C@H]2CC(=O)C=C(c3cccc(OC)c3)C2)cc1 | 4.7 | -8.9 | -0.4 | -5.0 | 28.4 | -2.9 | 99.9 | nt | -3.0 | -28.4 | 1.0
CCCn1nc(C(=O)NNC(=O)CCOc2ccccc2OCC)c2ccccc2c1=O | -3.0 | -1.3 | 1.1 | -10.6 | 23.2 | -4.2 | 92.3 | -4.7 | -5.5 | -23.2 | 2.7
COc1ccc(/C=C2\SC(=S)N(CCC(=O)N(CCO)c3ccccc3)C2=O)cc1OC | -4.1 | -7.7 | 0.7 | 6.1 | 2.2 | -18.0 | 104.2 | 23.7 | -6.5 | -2.2 | 5.9
COc1ccc(CN(C(=O)c2ccc(-c3ccccc3)[nH]2)C(C(=O)NC(C)(C)C)c2ccncc2)cc1 (stereo not drawn) | 3.9 | 1.5 | -1.8 | 9.3 | 3.0 | -1.2 | 106.8 | 1.8 | -2.1 | -3.0 | -17.9
CN(C)CC[C@@H](c1ccc(Cl)cc1)c1ccccn1 | 14.3 | 3.8 | 0.1 | 22.1 | -5.4 | -8.1 | 105.6 | nt | 1.5 | 5.4 | 0.1
CCOc1cc(CNc2ccc(O)cc2)cc(Br)c1OCc1ccccc1F | -2.7 | -4.6 | 0.8 | 12.5 | 46.7 | 0.1 | 132.4 | nt | -6.0 | -46.7 | 22.5
O=C(CCNS(=O)(=O)c1ccc(Cl)cc1)N1CCC2(O)CCCCC2C1 (stereo not drawn) | 5.9 | -5.7 | -0.7 | 32.1 | -8.6 | 4.5 | 109.8 | 0.5 | 6.1 | 8.6 | 30.8
Cc1cccc(NC(=S)NC(=O)c2ccc(Br)o2)c1C | 9.5 | 2.5 | 1.3 | 3.0 | 11.1 | -7.2 | 97.5 | -1.3 | -0.6 | -11.1 | 18.8
CCOC(=O)c1cnc(SCC#N)nc1N | 4.5 | -3.2 | 1.9 | -6.6 | -7.4 | -11.8 | 99.2 | -2.9 | -6.6 | 7.4 | 4.5
Cc1ccc(N=CC2=C(O)CC(c3ccco3)CC2=O)cc1 (stereo not drawn) | 24.4 | -11.0 | 0.2 | -2.5 | -11.7 | -12.6 | 100.9 | -2.1 | -2.9 | 11.7 | -7.8
C[C@@H]1CC[C@]2(C(=O)O)CC[C@]3(C)C(=CCC4[C@@]5(C)CC[C@H](O)[C@@](C)(C(=O)O)C5CC[C@]43C)C2[C@]1(C)O (stereo partly drawn) | -5.6 | 6.4 | 1.7 | 25.1 | -14.5 | -10.4 | 97.6 | nt | 2.8 | 14.5 | -9.1
CCCCn1c(=O)c(CCC(=O)O)nc2ccccc21 | -2.1 | 0.1 | 0.1 | 5.4 | -13.9 | 2.8 | 93.6 | -2.1 | -6.8 | 13.9 | 13.1
Nc1c(Cl)ncnc1N/N=C/c1ccc2ccccc2n1 | -30.6 | -15.1 | 0.5 | nt | 31.0 | 3.1 | 99.3 | 2.7 | 1.6 | -31.0 | 2.3
CC(=O)NC(=O)c1nnn(Cc2ccccc2)c1NC(C)=O | nt | -1.9 | 0.0 | -4.0 | -14.0 | -4.6 | nt | 5.5 | -12.7 | 14.0 | -8.1
O=C(Nc1cc(S(=O)(=O)N2CCOCC2)ccc1Cl)c1cc(=O)c2ccccc2o1 | -4.2 | -11.1 | 0.5 | 4.2 | 13.3 | -0.8 | 98.6 | 1.5 | 5.1 | -13.3 | 1.9
O=C(Cn1ncc2c3ccccc3n(Cc3ccc(Cl)cc3)c2c1=O)NCCCN1CCCC1=O | 2.5 | -5.2 | nt | 35.7 | -3.3 | -4.2 | 92.3 | -5.4 | -2.4 | 3.3 | 4.1
COc1ccc(NC2=NC(=S)N(c3cccc(C)c3)C23CCCCC3)cc1 | -5.6 | 4.0 | -0.6 | -9.5 | -0.8 | -12.9 | 103.8 | -0.6 | 11.9 | 0.8 | -7.7
CC(C)C(=O)Nc1nnc(NC(=S)Nc2ccccc2)s1 | 37.4 | -6.8 | 0.7 | -10.9 | 5.6 | 4.7 | nt | 1.3 | 1.9 | -5.6 | -5.5
COc1ccc(OC)c(NC(=O)C2CCCN(S(=O)(=O)c3c(C)nn(C)c3C)C2)c1 (stereo not drawn) | 4.3 | 5.2 | -0.1 | -1.3 | nt | 9.9 | nt | nt | 7.1 | nt | 2.4

Screening results from PubChem BioAssay.
